Screening results deposited in PubChem BioAssay by several laboratories.
Runt-SMMHC FRET: inhibitors of RUNX1 Runt–CBFb-SMMHC binding, primary screen, biochemical, FRET, Cerulean-Runt, Venus-CBFb-SMMHC, uHTS | Cerulean-Runt/Venus-CBFb-SMMHC FRET ratio 530/480, 1 h | inhibition, % at 20 µM | 220,000 compounds, 0.74% hits | AID 1434, 2008;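 active means mean inhibition across duplicate retests at 20 µM reaching about 50%, limit read from the data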;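 further: 0% = DMSO wells and 100% = wells with excess untagged CBFb-SMMHC; inhibitors lower the FRET ratio by blocking Runt binding to CBFb-SMMHC; some results filed as inactive read as strong as hits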
zVAD death inh: inhibitors of zVAD-triggered necroptosis, primary screen, L929 cells | L929 zVAD necroptosis rescue, ATP luminescence, 24 h; with zVAD 60 µM | 220,000 compounds, 0.38% hits | viability rescue, % at 10 µM;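 active means activation, scaled between plate controls, above about 75%, limit read from the data; inactive means activation under that limit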;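 further: 0% = zVAD with DMSO and 100% = DMSO alone without zVAD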
Hck-Nef inh: inhibitors of Nef-activated human Hck kinase, primary screen, biochemical, Z-Lyte FRET, 384-well, Hck-YEEI; 220,000 compounds, 0.68% hits; inhibition, % at 20 µM; Recombinant Hck-YEEI plus Nef, Z-Lyte FRET kinase assay; Tyrosine-protein kinase HCK (Homo sapiens), P08631;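 active means Hck-Nef kinase inhibition above about 50%, limit read from the data; inactive means inhibition below that limit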;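 further: 0% = DMSO with Hck plus Nef and 100% = Hck alone without Nef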
Target sequence (P08631 whole entry, looked up): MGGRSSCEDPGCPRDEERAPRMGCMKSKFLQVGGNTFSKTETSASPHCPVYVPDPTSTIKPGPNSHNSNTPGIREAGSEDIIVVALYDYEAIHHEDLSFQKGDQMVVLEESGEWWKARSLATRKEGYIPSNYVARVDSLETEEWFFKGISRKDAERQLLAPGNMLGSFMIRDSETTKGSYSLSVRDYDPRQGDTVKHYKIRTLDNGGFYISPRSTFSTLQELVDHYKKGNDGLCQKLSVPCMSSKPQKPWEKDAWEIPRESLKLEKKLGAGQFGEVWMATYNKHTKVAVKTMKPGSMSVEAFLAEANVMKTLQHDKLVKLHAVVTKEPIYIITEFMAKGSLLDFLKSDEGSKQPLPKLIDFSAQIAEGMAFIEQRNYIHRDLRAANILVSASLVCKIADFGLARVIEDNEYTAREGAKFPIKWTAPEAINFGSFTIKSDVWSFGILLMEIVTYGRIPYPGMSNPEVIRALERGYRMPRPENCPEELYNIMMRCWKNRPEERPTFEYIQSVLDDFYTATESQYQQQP
Mdm2 ligase inh: MDM2-luciferase reporter signal enhancers, primary screen, MDM2 E3 ligase inhibitor project, cell-based, luminescence, 1536-well; E3 ubiquitin-protein ligase Mdm2 (Homo sapiens), Q00987; cell-based MDM2 ubiquitination luciferase reporter, 2 h; 0 = plate control, 100 = twice control, blank-subtracted; signal enhancement, % at 5 µM; 210,000 compounds, 0.11% hits;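 active means signal enhancement of 30% or more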;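 further: luminescence tracks abundance of the self-degrading MDM2-luciferase fusion protein; higher signal means inhibition of MDM2 E3 ligase activity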
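System: stable MDM2–luciferase fusion reporter cells / Input: 2000 cells seeded into each well / Schedule: 4 h settle plus 2 h compound, 37 °C / Compound: single-point 5 µM / Buffer or medium: cells held in DMEM / Benchmarks: control and blank well means / Evaluation: percent signal gain over controls, blank-subtracted / Measured by: luciferase luminescence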
14-3-3 Bad PPI: inhibitors of 14-3-3 zeta/Bad binding, primary screen, biochemical, TR-FRET, bovine 14-3-3 zeta. AID 781, 2007. inhibition, % at 21.7 µM. 220,000 compounds, 0.71% hits. TR-FRET 14-3-3zeta/Dy647-pBad peptide displacement, 1 h;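 active means inhibition above about 70%, limit read from the data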;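 further: 0% = full 14-3-3 plus peptide FRET controls and 100% = background without 14-3-3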
Target sequence (P63103 whole entry, looked up): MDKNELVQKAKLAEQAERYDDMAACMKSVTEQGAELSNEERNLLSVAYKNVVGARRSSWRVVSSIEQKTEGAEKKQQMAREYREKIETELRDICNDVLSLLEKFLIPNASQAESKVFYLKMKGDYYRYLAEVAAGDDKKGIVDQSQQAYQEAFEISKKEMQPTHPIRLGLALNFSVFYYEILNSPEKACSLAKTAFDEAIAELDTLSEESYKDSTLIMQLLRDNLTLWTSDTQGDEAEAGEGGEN
NCF1 inh: p47phox/p22phox peptide binding inhibitors, primary screen, biochemical, uHTS, NADPH oxidase regulatory subunit; fluorescence polarization, 2 h; inhibition, % at 24.7 µM; 220,000 compounds, 0.53% hits; AID 1274, 2008;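 active means inhibition above about 30%, limit read from the data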;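 further: 0% = p47phox with labelled peptide and 100% = labelled peptide alone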
Runt-CBFb FRET: inhibitors of RUNX1 Runt–CBFb binding, primary screen, biochemical, FRET, Cerulean-Runt, Venus-CBFb, uHTS; Runt-related transcription factor 1 (Homo sapiens) + Core-binding factor subunit beta …; Cerulean-Runt/Venus-CBFb FRET ratio 530/480, 1 h; inhibition, % at 20 µM; 220,000 compounds, 0.46% hits;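 active means inhibition over about 50% at 20 µM in the single-dose screen, limit read from the data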;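 further: 0% = DMSO wells and 100% = excess unlabeled CBFb competitor control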
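Measured by: fluorescence energy transfer, 422 nm excitation, 530/480 nm emission; test system: Cerulean-tagged RUNX1 Runt domain (FRET donor) fusion protein; buffer or medium: Tris pH 7.5 buffer with BSA; compound: one dose, 20 µM compound, 1% DMSO; times: two 1 h room-temperature incubations shielded from light; benchmarks: unlabeled CBFb 5 µM, positive control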
TbHK1 inh: Trypanosoma brucei hexokinase 1 inhibitors, primary screen, biochemical, G6PDH-coupled NADH absorbance, MLSCN library; hexokinase 1 [Trypanosoma brucei]; recombinant TbHK1, G6PDH-coupled NADH A340; inhibition, % at 10 µM; 220,000 compounds, 0.11% hits;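 active means inhibition of 50% or more in the single-dose primary screen; inactive means inhibition below 50%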
EBV gp42 block: Epstein-Barr virus gp42 inhibitors, primary screen, biochemical, uHTS, fluorescence polarization; Glycoprotein 42 (Epstein-Barr virus (strain AG876)), Q1HVG2; Fluorescence polarization binding assay, mP read-out; inhibition, % (tested at 21.74 µM); 220,000 compounds, 0.42% hits; AID 1085, 2008; in the data active means inhibition above about 50%
Target sequence (Q1HVG2 whole entry, looked up): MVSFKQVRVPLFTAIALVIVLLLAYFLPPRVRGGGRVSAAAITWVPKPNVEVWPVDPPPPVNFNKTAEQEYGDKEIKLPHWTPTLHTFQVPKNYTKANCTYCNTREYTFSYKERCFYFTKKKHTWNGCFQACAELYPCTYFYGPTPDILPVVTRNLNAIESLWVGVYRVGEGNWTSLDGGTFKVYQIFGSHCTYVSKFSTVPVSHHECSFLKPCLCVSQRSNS
Starred values were filed as active, the others as inactive; / = no result given; [ ] = another dose, or the depositor's remark.

SMILES	Runt-SMMHC FRET	zVAD death inh	Hck-Nef inh	Mdm2 ligase inh	14-3-3 Bad PPI	NCF1 inh	Runt-CBFb FRET	TbHK1 inh	EBV gp42 block
c1cncc(-c2nnc(SCc3nc4ccccc4[nH]3)o2)c1	3	-0.1	1	6	-5	-9	-1	0	1
Cc1ccc(OCCCNC2CCCC2)cc1	1	0.9	0	-15	9	3	-1	-5	7
O=c1[nH]c2ccc(Br)cc2c(-c2ccccc2)c1N1CCOCC1	-2	0.4	18	-15	-1[fluorescence artefact?]	1	-11	2	-10
O=C(O)c1c[nH]c2ccc(S(=O)(=O)N3CCN(c4ccc(F)cc4)CC3)cc2c1=O	2	3.3	-6	-1	39	-13	4	-2	-10
CCCC1(c2ccccc2)NC(=O)N(CC(=O)c2[nH]c(C)c(C(=O)OCC)c2C)C1=O (centres undefined)	-8	0.5	2	-12	6	-9	0	-1	-6
ClCC1CSC(=NC23CC4CC(CC(C4)C2)C3)O1 (centres undefined)	2	21	18	3	32	-2	1	6	-23
CC(C)C(=O)Nc1nnc(CCN2CCCCC2)s1	0	-0.1	-2	-8	21[fluorescence artefact?]	10	3	5	-12
O=C(/C=C/c1c[nH]c2ccccc12)c1ccccc1	-2	0.2	5	-4	-7	-15	14	-7	-31
CCOc1ccc(C(C(=O)NC2CCCCC2)N(C(=O)c2ccccn2)c2cccnc2)cc1 (centres undefined)	-4	-0.1	3	-4	-20	0	1	2	1
CCCC1=C(C(=O)OCC)C(c2ccc(OC)c(C)c2OC)C(C#N)=C(N)O1 (centres undefined)	0	/	0	-13	-5	-2	-4	0	15
Cc1ccc(Cn2c(O)c(N=NC(=S)Nc3ccccc3F)c3cc(S(=O)(=O)N4CCOCC4)ccc32)cc1	-10	-1.4	19	-9	-9	-7	-2	26	-16
CN1CCN(C(=O)C2=C[C@@H](c3ccc(Br)cc3)C[C@@H](OCc3ccc(CO)cc3)O2)CC1	0	0.1	6	/	0	-10	1	-15	-16
CCN(C(=O)COC(=O)c1cc2ccccc2cc1O)C1CCS(=O)(=O)C1 (centres undefined)	1	0.1	1	-4	-1	-8	1	-3	-16
CSc1nc(C=Nc2ccccc2Cl)c(O)n1Cc1cccc(Cl)c1	-8	0.2	-4	0	8	10	4	-19	-4
CCCCOc1ccc(-c2nc(-c3cccnc3)no2)cc1	-9	0.8	4	-11	160*[fluorescence artefact?]	-3	-2	1	-12

Looked up above:
Reading of O=c1[nH]c2ccc(Br)cc2c(-c2ccccc2)c1N1CCOCC1 under Runt-SMMHC FRET: -2
Reading of CCCC1=C(C(=O)OCC)C(c2ccc(OC)c(C)c2OC)C(C#N)=C(N)O1 (centres undefined) under NCF1 inh: -2
Reading of CCCCOc1ccc(-c2nc(-c3cccnc3)no2)cc1 under Hck-Nef inh: 4
Reading of CCCC1(c2ccccc2)NC(=O)N(CC(=O)c2[nH]c(C)c(C(=O)OCC)c2C)C1=O (centres undefined) under 14-3-3 Bad PPI: 6
Reading of CCN(C(=O)COC(=O)c1cc2ccccc2cc1O)C1CCS(=O)(=O)C1 (centres undefined) under Runt-SMMHC FRET: 1

Next part:
SMILES	Runt-SMMHC FRET	zVAD death inh	Hck-Nef inh	Mdm2 ligase inh	14-3-3 Bad PPI	NCF1 inh	Runt-CBFb FRET	TbHK1 inh	EBV gp42 block
CCOc1ccc(C(=O)NCCN2CCOCC2)cc1	0	12	15	-21	1	-5	-1	-5	-7
COc1ccc(C(=O)NCc2cccnc2)cc1S(=O)(=O)N1CCOCC1	-2	-0.1	0	-52	-2	-6	0	-5	-13
O=C(Cn1c(=S)[nH]c2ccccc21)c1ccccc1	0	0.5	3	-12	-7	-8	1	1	0
C=CCOc1ccc(/C=N/NC(=O)CN2CCOCC2)cc1OCC	-2	3.0	20	-2	-14	2	0	-4	7
Cc1cc(=O)[nH]c(SCC(=O)Nc2cccc(C(F)(F)F)c2)n1	1	-0.1	-8	-12	-12[fluorescence artefact?]	-12	0	3	-6
CCN(CC)CCn1c2ccccc2c2nc(C)sc21	-2	-0.1	3	/	82*	-3	1	0	-15
COc1ccc(C2C(C#N)=C(N)N(c3ncn[nH]3)C3=C2C(=O)CCC3)cc1 (centres undefined)	0	10	12	-7	-11	-9	2	-6	-19
Cc1nn(-c2ccccc2)c2nc3c(cc12)C(=O)CCC3	1	0.5	2	-15	-4[fluorescence artefact?]	-8	-2	-11	-14
CC(C)N(C(=S)Nc1cccc(S(=O)(=O)N(C)C)c1)c1ccccc1	0	-0.7	13	-8	-4	-10	12	-14	-2
FC(F)(F)c1cccnc1Oc1ccc(C2=NCCS2)cc1	1	0.1	-4	-8	-4	8	-5	-7	-6
O=C(N/N=C/c1cn[nH]c1-c1ccc(Cl)cc1)c1ccc([N+](=O)[O-])cc1	-3	9.4	39	8	0	-1	-2	-11	34
Cc1ccc(S(=O)(=O)NC(=O)NCc2ccccn2)cc1	3	0.0	5	-6	-4	-11	-1	0	-15
O=C(Cn1c(NCCO)nc2ccccc21)NCCc1ccc(F)cc1	-2	-0.1	1	-13	2	-16	-4	1	-1
Cc1cc(C)nc(/N=C(\N)Nc2cccc(OCc3ccccc3)c2)n1	3	-0.9	23	-8	2	-14	1	-9	-7
COc1ccc(N2C(=O)CC(NNc3ncc(Cl)cc3Cl)C2=O)cc1 (centres undefined)	-5	11	18	21	-23	-4	0	-9	-2
COC(=O)c1ccccc1NC(=O)Cn1cc(Br)cn1	-2	-0.4	1	9	6	12	2	3	-6
O=C(CSc1ccccn1)Nc1ccc(N2CCOCC2)cc1	0	3.6	20	-11	34	8	8	2	0
Cc1cccnc1N(C(=O)Nc1cccc(Cl)c1)C1=NCC(C)(C)S1	-1	/	-3	3	-2	-18	-3	-4	-1
CCC12CC3CC(C1)CC(C(=O)NNC(N)=O)(C3)C2	-4	0.5	8	-11	-11	-7	1	-7	-9
O=c1cc(N2CCC3(CC2)OCCO3)[nH]c(=O)n1-c1ccc(Br)cc1	2	-0.6	6	1	-8[fluorescence artefact?]	-9	0	-1	-2
Cc1c(Cl)c(C(F)(F)F)nn1CC(=O)NCc1ccccc1	-2	0.2	8	-6	-4	-1	-5	-2	2
CN(C)C(=S)SCC(=O)Nc1cccc(C(F)(F)F)c1	4	1.3	1	-13	-19	-4	-2	37	0
O=C(Cn1c(NCCO)nc2ccccc21)c1ccco1	-1	0.6	3	1	8[fluorescence artefact?]	-5	0	1	-3
Cc1ccccc1NC(=O)N1CCC(C(=O)c2ccc(F)cc2)CC1	-2	-0.1	26	-20	-8	-7	0	-3	-22
CCN(CC)S(=O)(=O)c1cccc(NC(=O)COC(=O)c2cc(C)oc2C)c1	2	-0.2	11	-39	-7	-5	-1	-1	1
COc1ccc(CN2C(=O)c3ccccc3C2C(=O)NCCc2ccccc2)c(OC)c1 (centres undefined)	-2	-0.7	27	-3	0	2	-3	2	8
Cc1ccc(NC(=O)C(OC(=O)c2cc(C)oc2C)c2ccccc2)cc1 (centres undefined)	5	1.0	2	-8	-2	-33	0	-1	1
CCS(=O)(=O)N1CCC(C(=O)NCCCN2CCC(Cc3ccccc3)CC2)CC1	3	1.0	-2	-8	5	-5	7	4	4
CCOc1cc2c(cc1C(C)(C)C)NC(=O)CS2	1	-0.3	-20	20	1	-15	-1	-1	4
c1ccc(CSc2nnc(-c3ccco3)o2)cc1	-4	-0.7	12	-18	1	-10	0	9	3

Entries listed above marked active in 14-3-3 Bad PPI:
canonical_smiles | Runt-SMMHC FRET | Hck-Nef inh | 14-3-3 Bad PPI | NCF1 inh | Runt-CBFb FRET | TbHK1 inh | EBV gp42 block
CCCCOc1ccc(-c2nc(-c3cccnc3)no2)cc1 | -9 | 4 | 160*[fluorescence artefact?] | -3 | -2 | 1 | -12
CCN(CC)CCn1c2ccccc2c2nc(C)sc21 | -2 | 3 | 82* | -3 | 1 | 0 | -15

Next part
SMILES	Runt-SMMHC FRET	zVAD death inh	Hck-Nef inh	Mdm2 ligase inh	14-3-3 Bad PPI	NCF1 inh	Runt-CBFb FRET	TbHK1 inh	EBV gp42 block
O=C(O/N=C\c1ccc(N2CCOCC2)c([N+](=O)[O-])c1)c1ccccc1Cl	-4	-0.2	1	20	-7[fluorescence artefact?]	-6	/	-9	-15
CC(C)n1c(-c2ccc(N(C)C)cc2)nc2ccccc21	1	-0.2	0	-14	-6	-8	1	-3	4
Fc1ccc(Oc2nc(-c3ccccn3)nc3ccccc23)cc1	-2	2.5	8	-7	-2	-3	-2	4	-4
CC(C)CCNC(=O)CCCn1c(=O)[nH]c2ccc(Br)cc2c1=O	3	1.1	-2	-17	7	-7	-1	-5	3
Cc1ccc(C)c(NC(=S)NC2CC3CCCC(C2)N3CC(C)C)c1 (centres undefined)	2	-0.4	0	/	-19	-10	-4	3	2
CCOC(=O)c1c(C)oc2c1c(CN1CCN(C(=O)OCC)CC1)c(O)c1ccccc12	-14	1.9	2	0	-5[fluorescence artefact?]	13	-2	19	4
Cc1ccccc1NC(=O)C(=O)NCCc1c[nH]c2ccccc12	3	1.0	14	-10	-3	-5	0	1	-9
Cc1ccc(NC(=O)C2CC(=O)Nc3nc4ccccc4n32)c(C)c1 (centres undefined)	-1	0.3	24	/	0	-10	-2	-18	-8
CCn1ncc([C@@H]2C[C@H]3CN(Cc4cccc(Cl)c4)C(=O)[C@]34CCCN24)c1C	1	0.8	-10	-27	1	2	-4	-7	-27
